# Pemphigus Ab inh: inhibitors of pemphigus antibody binding to DSG3, primary screen, biochemical, bead-based, flow cytometry, scFv-GFP; Desmoglein-3 (Homo sapiens), P32926; DSG3-coupled beads, scFv-anti-DSG3-GFP binding; hits give low values; binding (percent of control), % at 10 µM; 310,000 compounds, 0.48% hits; AID 588358, 2011;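 active = binding more than 3 SD below its plate's average and above zero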;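 note: hits lower antibody fragment binding to DSG3; some compounds called inactive have numbers as strong as hits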
# PKA-R1A activ: activators of PKA-R1A holoenzyme, primary screen, biochemical, fluorescence polarization, Cy5-IP20, bovine R1A, mouse PKAc; PKA-R1A dissociation; scaled: DMSO 0%, 113 µM cGMP 100%; 340,000 compounds, 0.083% hits; activation, % at 11.4 µM;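 active = percent activation above the mean of all tested compounds plus 3 SD, cut at about 19% in these data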;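 note: higher means more PKAc released from R1A so a rise in polarization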
# dFosB activator: activators of delta FosB homodimer, primary screen, biochemical, fluorescence polarization, TAMRA-CDK5 oligo, single point. Protein FosB (Mus musculus), P13346. purified delta FosB; percent of positive-control signal above neutral wells. activation, % at 25 µM. 340,000 compounds, 0.99% hits. AID 493131, 2011;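 active = mean activation above about 17%, with every replicate also reaching it, limit read from the data, passing the limit was not always enough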;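 note: fluorescence polarization rise as delta FosB binds a TAMRA Cdk5 AP-1 oligo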
# Target sequence (P13346 whole entry, looked up): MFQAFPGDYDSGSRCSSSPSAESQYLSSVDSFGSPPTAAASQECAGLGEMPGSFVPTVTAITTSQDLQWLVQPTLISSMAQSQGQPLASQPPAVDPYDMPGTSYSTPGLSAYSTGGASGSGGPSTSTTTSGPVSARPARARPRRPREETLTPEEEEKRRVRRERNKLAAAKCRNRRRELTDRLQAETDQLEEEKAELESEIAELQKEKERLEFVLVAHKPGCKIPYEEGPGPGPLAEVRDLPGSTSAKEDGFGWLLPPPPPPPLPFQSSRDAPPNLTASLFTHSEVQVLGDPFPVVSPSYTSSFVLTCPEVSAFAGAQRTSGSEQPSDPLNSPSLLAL
# SR-BI HDL uptake: inhibitors of SR-BI mediated HDL lipid uptake, primary screen, ldlA[mSR-BI] cells, fluorescence, single point. inhibition, % at 12.5 µM. Scavenger receptor class B member 1 (Mus musculus), Q61009. ldlA[mSR-BI] CHO cells, DiI-HDL uptake fluorescence, 3 h. AID 488896, 2010. 320,000 compounds, 0.96% hits;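 active = mean replicate inhibition of at least 70% and a set share of replicates each scoring 70 or more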;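 note: 0% = median of neutral control wells and 100% = median of positive control wells; values of inactives mirror those of a sister screen read the other way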
# Target sequence (Q61009 whole entry, looked up): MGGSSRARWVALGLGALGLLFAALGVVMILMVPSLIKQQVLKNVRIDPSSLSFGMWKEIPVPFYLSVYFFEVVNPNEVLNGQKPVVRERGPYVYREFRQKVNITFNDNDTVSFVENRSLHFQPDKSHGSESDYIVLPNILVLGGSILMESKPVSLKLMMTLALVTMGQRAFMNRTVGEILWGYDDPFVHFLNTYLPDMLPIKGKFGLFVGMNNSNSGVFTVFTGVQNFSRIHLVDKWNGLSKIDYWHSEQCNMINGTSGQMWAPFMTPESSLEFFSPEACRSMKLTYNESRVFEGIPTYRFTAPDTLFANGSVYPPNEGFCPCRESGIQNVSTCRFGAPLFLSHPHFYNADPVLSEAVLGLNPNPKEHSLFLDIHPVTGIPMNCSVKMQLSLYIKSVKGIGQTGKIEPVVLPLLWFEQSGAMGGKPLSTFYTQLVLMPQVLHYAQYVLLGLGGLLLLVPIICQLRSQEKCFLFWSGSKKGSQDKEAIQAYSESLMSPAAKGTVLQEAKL
# Mot1-301 SUMO: yeast Mot1-301 growth rescue at high temperature, primary screen, SUMOylation pathway inhibitor project, S. cerevisiae, ATP luminescence, 38.5C; growth rescue, % at 18.8 µM; S. cerevisiae Mot1-301 growth rescue; percent above DMSO median, 100 means doubled; 320,000 compounds, 1% hits;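 active = every valid replicate shows activation above 250% relative to neutral control wells; inactive = the rest, any valid replicate at or below 250%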;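 note: OY570 slx delta 5 strain wells were the positive control but not used for scaling; some compounds called inactive have numbers as strong as hits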
# SR-BI DiI-HDL act: activators of SR-BI mediated DiI-HDL uptake, primary screen, ldlA[mSR-BI] CHO cells, DiI fluorescence. 320,000 compounds, 0.096% hits. activation, % at 12.5 µM. 3 h; 100 = double the neutral-control signal;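 active = mean replicate activation of at least 60% and every replicate at or above 60%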;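 note: 0% = median plate neutral-control signal and 100% = twice that signal; values of inactives mirror those of a sister screen read the other way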
#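 System: LDL receptor-deficient CHO ldlA cells overexpressing murine SR-BI | Timing: 3 h uptake period with compound, 37 °C | Medium: HEPES-buffered (25 mM, pH 7.4) F12 plus 0.5% BSA | Dosing: Single-point compound dose | Signal: Bottom-read fluorescence, 550/595 nm | Read-out: Retained DiI signal reflecting DiI-HDL uptake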
# NSD2 HMT inh: NSD2 histone methyltransferase inhibitors, primary screen, biochemical, AlphaScreen, single concentration, set 2 | Histone-lysine N-methyltransferase NSD2 (Homo sapiens), O96028 | NSD2 peptide methylation, 120 min | inhibition, % at 12.5 µM | 310,000 compounds, 0.54% hits | AID 743445, 2014; in the data active = inhibition above about 50%
# CDK5 p35 inh: inhibitors of human CDK5/p35 kinase, primary screen, biochemical, single concentration; Cyclin-dependent kinase 5 (Homo sapiens) + Cyclin-dependent kinase 5 activator 1 (Homo …; Recombinant CDK5/p35, ADP-Glo luminescence, 60 min; 330,000 compounds, 0.01% hits; inhibition, % at 10 µM; AID 488839, 2010;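 active = highest replicate inhibition of at least 50% and at least 75% of replicates reaching 50%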;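 note: plate controls were DMSO neutral control for no effect and GW8510 at 10 µM for full effect; many of its hits are not listed in these tables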
# MITF act: activators of MITF-driven TRPM1 promoter reporter, primary screen, cell-based, SK-MEL-5, luciferase, single point; activation, % at 12.5 µM; SK-MEL-5 TRPM1-promoter luciferase, 24 h; % of positive control, neutral wells = 0; 300,000 compounds, 0.75% hits; AID 588334, 2011;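 active = mean activation of at least 80% with every replicate also reaching 80%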;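 note: 0% = neutral control wells and 100% = parthenolide positive control wells; values of inactives mirror those of a sister screen read the other way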
# PKA-R2B activ: activators of PKA-R2B holoenzyme, primary screen, biochemical, fluorescence polarization, Cy5-IP20, human; cAMP-dependent protein kinase catalytic subunit beta (Homo sapiens) + cAMP-dependent …; PKA-R2B holoenzyme dissociation; R2B truncated from residue 108, S112A mutant; 0% DMSO only, 100% 113 µM cGMP; activation, % at 11.4 µM; 340,000 compounds, 0.079% hits; AID 504700, 2011;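 active = activation above a cutoff set at the mean over all compounds plus 3 SD, cut at about 18% in these data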;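 note: higher means more holoenzyme dissociation and a rise in polarization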
# Arrestin-AP2 inh: inhibitors of beta-arrestin/AP2 binding, primary screen, biochemical, GPCR trafficking, flow cytometry; beta-arrestin 1 C-terminal peptide binding to AP2 beta2-adaptin appendage (human); FITC-arrestin peptide / GST-AP2 beads; AP2 beta2 appendage carries R879A mutation; inhibition, % at 10 µM; 340,000 compounds, 0.31% hits;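 active = inhibition above a set limit, near 3 SD of compounds lacking own fluorescence, cut at about 54% in these data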;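 note: plate controls were DMSO wells for no effect and 5 µM unlabelled arrestin peptide for full effect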
#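 Material – AP2 appendage R879A on GSH beads · Buffer or medium – PBS with 0.05% Tween 20 and 0.1% BSA · Probe or stimulus – fluorescein-tagged arrestin peptide at 50 nM final · Incubation – compound with beads 12 min RT, then probe 1 h RT · Detection – high-throughput flow cytometry of beads, ex 488, em 535 nm · Evaluation – percent response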
# Numbers without * were called inactive; · = not tested or not shown.
SMILES,Pemphigus Ab inh,PKA-R1A activ,dFosB activator,SR-BI HDL uptake,Mot1-301 SUMO,SR-BI DiI-HDL act,NSD2 HMT inh,CDK5 p35 inh,MITF act,PKA-R2B activ,Arrestin-AP2 inh
N#C/C(=N\Nc1ccc(Cl)c(Cl)c1)C(=O)C1CC1,93,·,-2,-5,114,5,8,-0.5,·,·,13
O=C(CNC(=O)c1ccc(-c2ccccc2)cc1)OCc1c(F)cccc1Cl,102,5,4,36,-4,-36,-3,-1.7,3,-5,8
CC(=O)Nc1ccc(-c2csc(NC=C3C(=O)OC(C)(C)OC3=O)n2)cc1,102,6,2,4,-5,-4,-1,-2.2,8,-14,-13
CC(=O)NC(=S)Nc1ccccc1N1CCCCC1,106,-3,-8,10,15,-10,9,-0.4,-1,1,2
CCCOc1ccc(NC(=O)C(=O)NCCCn2ccnc2)cc1,106,1,11,-33,7,33,0,1.1,-2,5,33
O=C(CSc1nnc(CNC(=O)c2ccc(F)cc2)o1)Nc1ccc2c(c1)OCCO2,105,4,2,-8,96,8,1,1.8,-2,7,0
Cc1cccc(CCN2C(N(C)C)=NC[C@@H]2Cc2ccccc2)c1,100,-16,5,-9,-2,9,·,-1.2,1,-5,1
Cn1ncc2c(NCCO)nc(Cl)nc21,126,8,1,-16,·,16,0,-2.0,5,-6,-20
COc1ccc(C)cc1NC(=O)CN(C)S(=O)(=O)c1ccc2c(c1)CCCN2C(C)=O,101,2,-6,22,6,-22,2,-0.7,-14,-4,38
O=C(CC(NC(=O)c1ccccc1Cl)c1ccccc1)Nc1ccc2c(c1)OCO2 (configuration not stated),102,3,13,-10,-11,10,8,1.6,0,1,-3
Cc1ccc(-c2n[nH]c(=S)n2C)cc1,107,-5,3,-29,·,29,-3,-0.5,-15,-5,18
Cc1ccc(O)c(-c2cc(-c3cccc(Br)c3)n[nH]2)c1,102,4,-6,68,280*,-68,-1,-1.4,12,0,-11
Cc1ccc(-c2ccc(/C=N\NC(=O)C3C(=O)NCC3c3ccccc3)o2)cc1Cl (configuration not stated),101,-9,-24,49,115,-49,0,-2.6,-4,-8,2
Cc1cc(C(=O)OCn2nnc3ccccc3c2=O)c(C)n1-c1ccccc1,122,6,-1,-19,2,19,-1,-1.2,35,-13,0
Cc1ccccc1NC(=O)COc1coc(CN2CCN(c3ccccc3)CC2)cc1=O,99,-3,-1,-3,·,3,1,-0.8,-9,8,27
O=C(Nc1ccc(Br)cc1Cl)Nn1cnnc1,109,-12,-1,-10,27,10,-3,0.0,·,1,22
O=C(CCNC(=O)c1ccc([N+](=O)[O-])cc1)Nc1nccs1,91,-9,2,·,-2,·,0,0.1,-7,-10,1
Cc1ccc(-c2nnn(CC(=O)N(c3ccccc3F)C(C(=O)NCC3CCCO3)c3c[nH]c4ccccc34)n2)cc1 (configuration not stated),102,0,0,7,1,-7,1,2.4,-22,-4,18
CN(c1ccccc1)S(=O)(=O)c1cccc(C(=O)Nc2nccs2)c1,102,-8,-2,10,-5,-10,0,-0.3,-1,-6,14
CCN(CC(=O)Nc1c(Cl)cccc1Cl)C(=O)C1CCN(c2ncnc3sc(C)c(C)c23)CC1,100,0,-5,45,·,-45,0,-1.6,1,-12,2

# Eight successive entries already listed:
SMILES,Pemphigus Ab inh,PKA-R1A activ,dFosB activator,SR-BI HDL uptake,Mot1-301 SUMO,SR-BI DiI-HDL act,NSD2 HMT inh,CDK5 p35 inh,MITF act,PKA-R2B activ,Arrestin-AP2 inh
N#C/C(=N\Nc1ccc(Cl)c(Cl)c1)C(=O)C1CC1,93,·,-2,-5,114,5,8,-0.5,·,·,13
O=C(CNC(=O)c1ccc(-c2ccccc2)cc1)OCc1c(F)cccc1Cl,102,5,4,36,-4,-36,-3,-1.7,3,-5,8
CC(=O)Nc1ccc(-c2csc(NC=C3C(=O)OC(C)(C)OC3=O)n2)cc1,102,6,2,4,-5,-4,-1,-2.2,8,-14,-13
CC(=O)NC(=S)Nc1ccccc1N1CCCCC1,106,-3,-8,10,15,-10,9,-0.4,-1,1,2
CCCOc1ccc(NC(=O)C(=O)NCCCn2ccnc2)cc1,106,1,11,-33,7,33,0,1.1,-2,5,33
O=C(CSc1nnc(CNC(=O)c2ccc(F)cc2)o1)Nc1ccc2c(c1)OCCO2,105,4,2,-8,96,8,1,1.8,-2,7,0
Cc1cccc(CCN2C(N(C)C)=NC[C@@H]2Cc2ccccc2)c1,100,-16,5,-9,-2,9,·,-1.2,1,-5,1
Cn1ncc2c(NCCO)nc(Cl)nc21,126,8,1,-16,·,16,0,-2.0,5,-6,-20

# (next part)
SMILES,Pemphigus Ab inh,PKA-R1A activ,dFosB activator,SR-BI HDL uptake,Mot1-301 SUMO,SR-BI DiI-HDL act,NSD2 HMT inh,CDK5 p35 inh,MITF act,PKA-R2B activ,Arrestin-AP2 inh
CC(=O)Oc1ccc(C(=O)Nc2ccc3c(c2)C(=O)N(CCC(=O)O)C3=O)cc1,99,-10,3,-24,11,24,2,-1.7,-4,0,-1
Cc1ccccc1OCCn1c(S(=O)(=O)O)nc2c(N)ncnc21,94,1,-2,·,83,·,-1,-0.9,-14,7,-4
CC(C)C(OC(=O)c1ccccc1)c1nccc2ccccc12 (configuration not stated),97,-11,-5,31,174,-31,1,-0.8,58,0,33
CCCc1cc(=O)oc2c(C)c(OCC(=O)NC3CCN(Cc4ccccc4)CC3)ccc12,102,-6,-11,34,19,-34,-2,1.8,19,-4,15
Cn1cnnc1SCC(=O)Nc1ccccc1Sc1ccccc1,104,-19,6,0,·,0,-3,-2.0,-7,-12,14
COc1ccc(C2SCC(C(=O)O)N2C(C)=O)cc1OC (configuration not stated),100,-6,-5,-10,8,10,·,1.1,-2,-6,-6
COCCCn1c(=O)c2ccccc2n(Cc2cccc(C)c2)c1=O,96,5,-10,12,-1,-12,-2,-0.8,-6,9,-9
Cc1[nH]n(-c2ccccc2)c(=O)c1/C=N/N1C(=O)c2ccc3c4c(ccc(c24)C1=O)CC3,84,-10,2,-57,·,57,0,0.9,-11,-1,5
Cc1cccn2c(=O)c(/C=C3\SC(=S)NC3=O)c(NCCCN3CCOCC3)nc12,96,-6,-3,·,28,·,9,-1.9,-4,-6,24
CCOc1ccc(/C=C2\SC(=S)N(CCC(=O)O)C2=O)cc1,98,-9,-4,·,-3,·,·,-2.5,-83,-4,43
Nc1nc(C2CCCN2S(=O)(=O)c2ccc(Cl)cc2)cs1 (configuration not stated),98,5,-11,-20,-4,20,-5,0.3,3,-4,10
O=C(OCC(=O)N(Cc1ccccc1)Cc1ccccc1)c1cccc(O)c1,109,1,-3,-5,1,5,1,-0.1,-1,1,1
CC(C)c1ccc(C(CC(=O)c2ccc(Cl)cc2)C(=O)O)cc1 (configuration not stated),103,-4,-9,-50,49,50,1,-1.3,-11,-6,-14
O=C(NCCc1c[nH]c2ccccc12)c1cc([N+](=O)[O-])cc([N+](=O)[O-])c1,97,9,8,37,4,-37,0,0.7,·,-9,-18
Cc1sc2nc(-c3ccccn3)[nH]c(=O)c2c1-c1ccccc1,108,1,-23,11,-13,-11,-15,-0.5,34,-5,-10
Cc1cc(NC(=O)c2cc(-c3ccc4c(c3)OCO4)on2)n(-c2ccccc2)n1,111,1,-1,-2,-7,2,-1,0.5,-12,0,11
Cc1cc(C(F)(F)F)nc(-n2cc(-c3cccc(N)c3)nn2)n1,126,-9,-2,32,89,-32,1,-1.1,3,-3,-13
CCCN(CCC)S(=O)(=O)c1ccc(C(=O)N2CCOCC2)cc1,101,-3,0,-9,-2,9,-3,1.5,0,-2,-11
COc1ccc(CN2CCC(C(=O)N3CCCC(C)C3)CC2)cc1OC (configuration not stated),100,7,-2,-21,2,21,-1,-3.4,5,-5,-5
CCN(CC(=O)Nc1ccc2c(c1)OCCO2)C(=O)c1ccc(Cl)cc1Cl,93,-13,-5,8,11,-8,1,-0.6,109*,-5,2
Clc1ccc(C2Nc3cccc4cccc(c34)N2)cc1,111,11,2,49,2,-49,5,1.4,-13,8,21
COc1ccccc1CCNC(=O)Cn1ccc2cc(S(=O)(=O)N3CCCC3)ccc21,·,-11,-10,-16,20,16,2,0.1,2,12,0
CN(C)c1ccc(C#Cc2ccc3cc(CCCO)oc(=O)c3c2)cc1,84*,-12,-2,55,25,-55,·,-4.4,93*,3,-3
COc1ccc(OC)c(S(=O)(=O)NCC(=O)NC2CCCCCC2)c1,108,-17,1,-16,10,16,-6,-0.6,-2,-3,-1
CCc1ccc(/C(C)=N\Nc2ccc([N+](=O)[O-])cc2)cc1,·,0,-7,34,22,-34,-1,-1.5,·,-3,16
Cc1nn(CC(=O)O)c(=O)c2ccccc12,99,-10,6,-34,-2,34,1,-0.3,·,-2,21

# The order is random. Share with any hit: about 4.7%.
